# Source: PubChem BioAssay
# Apoferritin bind: binds horse apoferritin like a general anesthetic; P02791; apoferritin/1-aminoanthracene competitive binding, fluorescence; Potency, µM (highest dose often 77.5 µM), inactives show top-dose activity change, negative = displacement, most hits filed as inhibitors; 350,000 compounds, 0.074% hits; also: % is scaled to controls: 0 for no effect and ±100 for the full control effect; nearly all actives have a fitted effect of over 20% in size
#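 Horse-spleen apoferritin (10 uM) in 50% saturated 1-aminoanthracene in PBS was incubated 10 min at room temperature with compound. Fluorescence (ex 380, em 535 nm) was normalized to free and bound 1-AMA, with concentration-response fitted by a four-parameter Hill equation.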
# Pol beta inh: DNA polymerase beta (human) inhibition. 340,000 compounds, 1.3% hits. P06746. Pol beta primer extension/strand displacement, fluorescence kinetic. Potency, µM (series often up to 114 µM), inactives show at the highest dose activity change, negative = inhibition, most hits filed as inhibitors; also: % is scaled to controls: 0 for no effect and ±100 for the full control effect
#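 Enzyme-only controls used 10 nM Pol beta; buffer lacking enzyme served as negative control. Compound preincubated 15 min, then 50 nM substrate added; 0 and 10 min reads at room temperature.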
# Pol iota inh: DNA polymerase iota (human) inhibition; Q9UNA4; Pol iota fluorescent replication assay, 10 min; Potency, µM (top dose mostly 115 µM), for inactives: top-dose activity, negative = inhibition, hits mostly inhibitors; 390,000 compounds, 1% hits
#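 Pol iota at 10 nM preincubated 15 min with compounds at room temperature; reaction started with fluorescent substrate, 50 nM final. Fluorescence read kinetically at 0 and 10 min; buffer-only wells as negative control.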
# POLK inh: DNA polymerase kappa (human) inhibition. Q9UBT6. purified Pol kappa, fluorescent DNA synthesis assay, 10 min. Potency, µM (highest dose often 107 µM), for the others: at the top dose activity, negative = inhibition, most hits filed as inhibitors. 400,000 compounds, 0.53% hits. AID 588579; also: % is scaled to controls: 0 for no effect and ±100 for the full control effect
#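 Fluorescent qHTS in 1536-well format: enzyme (10 nM) and compound sat 15 min at room temperature before 50 nM substrate (final) was added. Signal taken at 0 and 10 min; no-enzyme buffer wells were negative controls.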
# Pol eta inh: DNA polymerase eta (human) inhibition. recombinant Pol eta, fluorescent DNA replication assay. Potency, µM (top dose mostly 114 µM), without a hit: at the highest dose activity change, negative = inhibition, most hits filed as inhibitors. 390,000 compounds, 1.2% hits. AID 588591; also: % is scaled to controls: 0 for no effect and ±100 for the full control effect
# Target sequence (Q9Y253 whole entry, looked up): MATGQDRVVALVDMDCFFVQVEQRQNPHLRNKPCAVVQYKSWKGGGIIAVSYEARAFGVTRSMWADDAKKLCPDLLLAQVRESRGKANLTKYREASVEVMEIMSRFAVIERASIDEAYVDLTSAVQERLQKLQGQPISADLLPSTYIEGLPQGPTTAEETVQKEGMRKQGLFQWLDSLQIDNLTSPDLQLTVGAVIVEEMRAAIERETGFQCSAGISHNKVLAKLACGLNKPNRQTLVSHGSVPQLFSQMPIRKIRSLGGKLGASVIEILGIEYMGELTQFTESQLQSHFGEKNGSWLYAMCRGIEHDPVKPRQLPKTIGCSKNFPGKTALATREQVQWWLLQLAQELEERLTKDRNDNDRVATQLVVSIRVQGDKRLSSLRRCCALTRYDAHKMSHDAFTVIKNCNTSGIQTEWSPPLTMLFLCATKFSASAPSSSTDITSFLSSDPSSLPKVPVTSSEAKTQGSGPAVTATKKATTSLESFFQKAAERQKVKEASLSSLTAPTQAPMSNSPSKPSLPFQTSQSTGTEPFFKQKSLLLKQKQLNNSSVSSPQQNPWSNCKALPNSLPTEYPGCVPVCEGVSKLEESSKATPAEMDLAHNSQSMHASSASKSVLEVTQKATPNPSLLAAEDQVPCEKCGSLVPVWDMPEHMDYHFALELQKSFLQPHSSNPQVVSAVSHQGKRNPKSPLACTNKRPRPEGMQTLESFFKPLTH
#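 Pol eta at 10 nM preincubated with compounds 15 min at room temperature; reaction started with fluorescent substrate (50 nM final) and read kinetically at 0 and 10 min.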
# G9a inh: inhibitors of human histone lysine methyltransferase G9a | Q96KQ7 | G9a H3K9 monomethylation, AlphaScreen, 2 h | Potency, µM (top dose mostly 102 µM), for inactives: top-dose activity, negative = inhibition, hits mostly inhibitors | 350,000 compounds, 8.8% hits | AID 504332; also: % is scaled to controls: 0 for no effect and ±100 for the full control effect; nearly all actives have a fitted effect of over 75% in size
#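 G9a (20 nM) was preincubated 15 min with compound, then reacted 2 h at room temperature with 500 nM biotin-H3K9 peptide and 20 µM SAM. Monomethyl-H3K9 detected by AlphaScreen using anti-H3K9me1 antibody.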
# BLM helicase inh: blocks DNA unwinding by human BLM helicase | P54132 | recombinant BLM DNA unwinding, fluorescence dequenching | Potency, µM (highest dose often 56.1 µM), without a hit: at the highest dose activity change, negative = inhibition, hits mostly inhibitors | 350,000 compounds, 0.2% hits;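 also: plate controls were vehicle for no effect and no enzyme for full effect; nearly all actives have a fitted effect of over 35% in size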
# BAZ2B inh: blocks human BAZ2B. 360,000 compounds, 4.4% hits. Q9UIF8. Potency, µM (doses to about 114 µM), without a hit: at the highest dose activity change, negative = inhibition, usual class: inhibitors. AlphaScreen BAZ2B-H3K14Ac peptide displacement; also: % is scaled to controls: 0 for no effect and ±100 for the full control effect; nearly all actives have a fitted effect of over 60% in size
#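 AlphaScreen luminescence quantifies BAZ2B engagement of H3K14Ac peptide; the protein and biotinylated peptide are both at 50 nM final, buffer PBS pH 7.4 with 0.01% Tween-20, all steps at room temperature.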
# APE1 inh: APE1 (human) endonuclease inhibition. P27695. recombinant APE1, TAMRA/BHQ-2 abasic DNA cleavage fluorescence. Potency, µM (doses to about 65.8 µM), inactives show at the highest dose activity change, negative = inhibition, usual class: inhibitors. 350,000 compounds, 0.35% hits. AID 2517;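 also: plate controls were vehicle for no effect and reference inhibitor for full effect; nearly all actives have a fitted effect of over 55% in size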
# Target sequence (P27695 whole entry, looked up): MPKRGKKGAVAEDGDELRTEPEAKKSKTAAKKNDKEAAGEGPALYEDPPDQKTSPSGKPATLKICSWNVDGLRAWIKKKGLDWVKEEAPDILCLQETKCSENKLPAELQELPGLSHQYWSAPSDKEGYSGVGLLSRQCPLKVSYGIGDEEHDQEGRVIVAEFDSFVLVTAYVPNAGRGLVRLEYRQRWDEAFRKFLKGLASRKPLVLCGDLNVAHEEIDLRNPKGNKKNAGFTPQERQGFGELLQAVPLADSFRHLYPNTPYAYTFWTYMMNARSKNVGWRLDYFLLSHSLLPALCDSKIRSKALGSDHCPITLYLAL
#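 Incision of a quenched TAMRA/BHQ-2 THF abasic-site duplex (50 nM) by 0.75 nM APE1, after 15 min compound preincubation, measured as fluorescence increase over three 60 s reads. Values normalized to buffer, DMSO and NSC13755 control wells.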
# * hit, by the source's call; u = inconclusive; x = no result given; & = joins results of further samples; [ ] = remark or other dose. Calls follow the shape of the dose curve; as a rule, active = well fitted curve in the direction sought with a large enough effect; inconclusive = small, poorly fitted or top-dose-only effect, or another doubt; inactive = no such curve, though single readings can be large; an effect the other way counts as inactive or inconclusive. Potency is read from the fitted curve at half-maximal effect. This is a subset (hit frequency here may not be typical).
SMILES,Apoferritin bind,Pol beta inh,Pol iota inh,POLK inh,Pol eta inh,G9a inh,BLM helicase inh,BAZ2B inh,APE1 inh
O=C(NCc1ccc2c(c1)OCO2)c1ccc(Cl)c(S(=O)(=O)NCc2ccccc2)c1,-12%,5%,-9%,-6%,-16%,-62%,-4%,-11%,8%
O=C([C@H](Cc1ccccc1)NS(=O)(=O)c1ccc(Cl)cc1)N1CC[C@@]2(O)CCCC[C@H]2C1,-18%,-12%,9%,-19%,-13%,45%[0.501 µM],-1%,-29%[57.1 µM],-3%
COc1ccccc1CN1CC(C(=O)N2CCN(c3ccc(F)cc3)CC2)CC1=O (configuration not stated),2%,-1%,14%,-1%,-2%,-4%[12.7 µM],-5%,8%,-4%
CC(C)Oc1ccc(CNC(=S)N/N=C/c2cccnc2)cc1,u,4%,-5%,-11%,-5%,8%[59 µM],-2%,-2%,-2%
Cc1ccccc1NS(=O)(=O)c1cc(C(N)=O)ccc1C,-19%,9%,15%,0%,-4%,9%[12.7 µM],-2%,8%,3%
COc1cc(OC)c(OC)cc1CN1CCN(Cc2cccn2C)CC1,-6%,-4%,9%,-2%,u,3.5µM*,-12%,40µM*,17%
Cc1cc(C)c(C(=O)NC2CCCc3c2cnn3-c2ccc(C)c(C)c2)c(=O)[nH]1 (configuration not stated),-6%,21%,-24%,-8%,-9%,x,1%,-8%,10%
O=c1c2cccnc2n(Cc2cccc(F)c2)c(=O)n1Cc1ccc(F)cc1,57%[activator],5%,u,-10%,-10%,58%[activator][59 µM],-6%,22%,x
Cc1ccc(NC(=O)C2CCCN(S(=O)(=O)c3ccc4[nH]c(=O)ccc4c3)C2)cc1C (configuration not stated),u,7%&0%,-9%&30%,-27%&3%,6%&-13%,9%,1%&-6%,-9%&-16%,33%
CC1CN(C(=O)COC(=O)c2cc([N+](=O)[O-])ccc2Cl)CC(C)O1 (configuration not stated),-3%,-3%,48%[activator],-1%,-14%,u,2%,-5%,-4%
COc1ccc(OC)c(NC(=O)CCN2CCN(c3ccccc3OC)CC2)c1,-6%,16%,-18%,-9%,0%,-7%,-2%,-24%,51%[activator]
O=C(CN(C(=O)Cn1nnc(-c2cccs2)n1)c1ccc2c(c1)OCCO2)NCc1ccccc1,-6%,-5%,8%,-8%,-19%,13%[59 µM],-6%,-5%,u
Cc1nn(-c2nc3ccccc3n2Cc2ccccc2)c2c1C(=O)CC(C)(C)C2,-11%,20%,-13%,-4%,-21%,-3%[59 µM],-5%,-5%,-2%
CC1=C(C(=O)OCc2ccccc2)C(c2ccccc2[N+](=O)[O-])NC(=O)N1C (configuration not stated),0%,1%,36%[activator],-8%,-21%,40µM*,-2%,-38%,14%
COc1ccc(CCC(=O)NNC(=O)c2ccccn2)cc1OC,x,x,23%,1%,-5%,46%,x,1%,7%
C/C(=N\Nc1nc2ccccc2[nH]1)c1ccc2c(c1)OCCO2,-4%,1%,79%[activator],4%,-25%,u,-10%,32µM*,20%
COc1ccc(C(=O)NCC2(c3ccccc3)CCCC2)c(OC)c1,-13%,1%,3%,-4%,-22%,17%,-9%,4%,5%
CCc1ccc(CN(C)Cc2nc(Cc3ccc(OC)c(OC)c3)no2)nc1,-4%,8%,-6%,-1%,-3%,x,1%,5%,-1%
CCOC(=O)c1cc(-c2ccco2)nc2c1c(C)nn2-c1ccccc1,u,45µM*,15%,-6%,u,u,-21%,x,1%
Cc1ccc(N(CC(O)CN(C)C)S(=O)(=O)c2ccccc2)cc1 (configuration not stated),-6%,-20%,20%,-6%,-13%,12%[59 µM],0%,-1%,-4%

# Complete entries, quoted from the list:
# Cc1ccc(N(CC(O)CN(C)C)S(=O)(=O)c2ccccc2)cc1 (configuration not stated) as listed: Apoferritin bind = -6%; Pol beta inh = -20%; Pol iota inh = 20%; POLK inh = -6%; Pol eta inh = -13%; G9a inh = 12%[59 µM]; BLM helicase inh = 0%; BAZ2B inh = -1%; APE1 inh = -4%
# Cc1cc(C)c(C(=O)NC2CCCc3c2cnn3-c2ccc(C)c(C)c2)c(=O)[nH]1 (configuration not stated) as listed: Apoferritin bind = -6%; Pol beta inh = 21%; Pol iota inh = -24%; POLK inh = -8%; Pol eta inh = -9%; G9a inh = x; BLM helicase inh = 1%; BAZ2B inh = -8%; APE1 inh = 10%
# O=C(NCc1ccc2c(c1)OCO2)c1ccc(Cl)c(S(=O)(=O)NCc2ccccc2)c1 as listed: Apoferritin bind = -12%; Pol beta inh = 5%; Pol iota inh = -9%; POLK inh = -6%; Pol eta inh = -16%; G9a inh = -62%; BLM helicase inh = -4%; BAZ2B inh = -11%; APE1 inh = 8%

# More results follow.
SMILES,Apoferritin bind,Pol beta inh,Pol iota inh,POLK inh,Pol eta inh,G9a inh,BLM helicase inh,BAZ2B inh,APE1 inh
CSc1nc(-c2ccc(Cl)cc2)nn1C(=O)c1ccccc1,3%,13%[57.1 µM],44%[activator],-19%,-17%,12%,5%,17%,1%
CCOC(=O)c1sc(=N)n(-c2ccc(OC)cc2)c1C,-18%,9%,0%,-22%,u,42%[12.7 µM],-2%,-5%,-1%
OCC1(Cc2ccccc2C(F)(F)F)CCN(Cc2ccncc2)CC1,-7%,25%,6%,-13%,-15%,u,2%,-6%,2%
CCCN1CCN(C(=O)c2cn(CC(C)C)c(=O)c3cc(OC)c(OC)cc23)CC1,-8%,12%,-5%,4%,-11%,23%[12.7 µM],-8%,12%,3%
CCc1cccc(C)c1NC(=O)CC1Oc2ccc(C)cc2NC1=O (configuration not stated),0%&-9%,19%&46%,22%&21%,3%&13%,-19%&-20%,-27%[2.33 µM],-6%&-1%,-11%&-23%,2%
CCOc1cc(/C=C(\C#N)C(=O)Nc2ccccc2C)ccc1OCc1cc(=O)n2nc(CC)sc2n1,47%[activator],12%,6%,1%,-5%,-7%[59 µM],-2%,-4%,x
CCN(CC)CCn1c(=S)[nH]c2ncccc2c1=O,-12%,-11%,11%,-5%,1%,16µM*,-5%,-31%,0%
CNc1cc(F)nc(F)n1,1%,0%,-21%,0%,-9%,9%,-14%,0%,1%
CC1(C(=O)O)CCC(C(=O)Nc2ccc(Cl)c(Cl)c2)C1(C)C (configuration not stated),-1%,-8%,4%,-4%,2%,22%[59 µM],-3%,9%,31%
CC(=O)c1c(C)nc2ccc(Br)cc2c1C(=O)O,4%,-17%,u,-2%,-8%,u,2%,-23%,9%
CCCCn1c(=O)c2oc3ccccc3c2n(Cc2ccc(OC)cc2)c1=O,-11%,7%,-18%,2%,-22%,4%[59 µM],-1%,-26%,x
O=C(CNc1cccc(S(=O)(=O)N2CCOCC2)c1)N1CCc2ccccc21,-6%,-1%,16%,-8%,-8%,40µM*,-5%,-20%,4%
CC(=O)N1c2ccc(S(=O)(=O)N3CCCC3)cc2CC1C(=O)Nc1cc(C)cc(C)c1 (configuration not stated),u,u,-2%,-1%,-1%,16%[59 µM],-1%,-5%,54%[activator]
CN(CCN1CCOCC1)Cc1nc(-c2ccc(Cl)cc2)no1,-10%,-2%,16%,-6%,-18%,-32%,-3%,-9%,19%
O=C(CN1C(=O)NC2(CCCCCC2)C1=O)c1ccc(Cl)cc1,x,x,6%,10%,u,u,x,-3%,1%
COc1ccc(C)cc1-n1c(-c2ccc(Cl)cc2)cc2c1CC(C)(C)CC2=O,1%,26%,13%,-9%,-14%,u,-10%,u,x
Cc1ccc(CN2C(=O)N/C(=C\c3cccn3-c3cccc(C(=O)O)c3)C2=O)cc1,u,8.9µM*,14µM*,50µM*,8.9µM*,16µM*,-6%,35µM*,16%
O=C(CCCSc1ccccc1)Nc1ccc(Cl)c(S(=O)(=O)N2CCOCC2)c1,x,x,0%,-19%,-4%,-42%[12.7 µM],x,7%,-4%
O=C(Cn1ccc([N+](=O)[O-])n1)NCc1nc2ccccc2[nH]1,0%,5%,67%[activator],-14%,-23%,2%,-4%,-13%,-2%
CCN(C(=O)COc1ccc(N(C)S(=O)(=O)c2ccc(NC(C)=O)cc2)cc1)C1CCCCC1,x,x,68%[activator],-8%,-14%,x,x,x,37%

# Among those listed so far, these have a nitro group on carbon.
SMILES,Apoferritin bind,Pol beta inh,Pol iota inh,POLK inh,Pol eta inh,G9a inh,BLM helicase inh,BAZ2B inh,APE1 inh
CC1CN(C(=O)COC(=O)c2cc([N+](=O)[O-])ccc2Cl)CC(C)O1 (configuration not stated),-3%,-3%,48%[activator],-1%,-14%,u,2%,-5%,-4%
CC1=C(C(=O)OCc2ccccc2)C(c2ccccc2[N+](=O)[O-])NC(=O)N1C (configuration not stated),0%,1%,36%[activator],-8%,-21%,40µM*,-2%,-38%,14%
O=C(Cn1ccc([N+](=O)[O-])n1)NCc1nc2ccccc2[nH]1,0%,5%,67%[activator],-14%,-23%,2%,-4%,-13%,-2%

# Next section:
SMILES,Apoferritin bind,Pol beta inh,Pol iota inh,POLK inh,Pol eta inh,G9a inh,BLM helicase inh,BAZ2B inh,APE1 inh
CCNC(=S)NNC(=O)c1cccn(Cc2ccc(Cl)cc2Cl)c1=O,-16%,52%,1%,4%,-16%,u,-2%,-3%,6%
Cc1ccc(S(=O)(=O)NC(C)(C)CSc2nncn2C)cc1,-6%,31%,-3%,-18%,-7%,18%[12.7 µM],2%,-6%,0%
O=C(Nc1cccc2ccccc12)c1cccc(F)c1,-4%,91%,41%[activator],1%,-12%,3%,-4%,7%,-2%
CCN(CC)C(=O)NC1CCCCCCC1,u,-1%,14%,3%[60.1 µM],1%,-9%,0%,-1%,3%
